EBV LMP1 NFkB: inhibitors of Epstein-Barr LMP1-induced NF-kappaB reporter | LMP1-induced NF-kappaB luciferase reporter cells, luminescence | inhibition, % at 12.5 µM | 350,000 tested, 0.69% active | AID 504558; in the data active = inhibition above about 41%;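 note: 0% = neutral control wells and 100% = reference inhibitor control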
TROY NFkB inh: TROY signaling inhibition; inhibition, % at 10 µM; Q293 LMP1-TROYcd NF-kB luciferase reporter, 4 h; 360,000 tested, 0.98% active; AID 1347056;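 active = compounds whose plate-normalised and pattern-corrected inhibition of the luciferase reporter signal at the single screening dose is 50% or more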
NR2F2 inh: inhibitors of human COUP-TFII (NR2F2); HEK293T NGFI-A luciferase reporter, luminescence; 370,000 tested, 0.7% active; inhibition, % at 8.6 µM; AID 686940; P24468;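 active = inhibition above a per-plate cutoff, mean inhibition of test wells between control levels plus 3 SD, cut at about 38% in these data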;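 note: cells cotransfected with COUP-TFII expression vector driving the NGFI-A reporter; 0% = median of COUP-TF2 test wells and 100% = reporter-only cells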
NCOA2 inhibitor: human SRC2 (NCOA2) inhibition | Q15596 | HEK293 GAL4-SRC2 luciferase reporter, luminescence | inhibition, % at 9 µM | 370,000 tested, 0.17% active | AID 651957;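 active = inhibition above the mean inhibition of all tested compounds plus 3 SD, set per campaign, cut at about 52% in these data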;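 note: 0% = DMSO treated cells and 100% = cells given Gossypol at 36 µM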
Target sequence (Q15596 whole entry, looked up, the tested form may be a part): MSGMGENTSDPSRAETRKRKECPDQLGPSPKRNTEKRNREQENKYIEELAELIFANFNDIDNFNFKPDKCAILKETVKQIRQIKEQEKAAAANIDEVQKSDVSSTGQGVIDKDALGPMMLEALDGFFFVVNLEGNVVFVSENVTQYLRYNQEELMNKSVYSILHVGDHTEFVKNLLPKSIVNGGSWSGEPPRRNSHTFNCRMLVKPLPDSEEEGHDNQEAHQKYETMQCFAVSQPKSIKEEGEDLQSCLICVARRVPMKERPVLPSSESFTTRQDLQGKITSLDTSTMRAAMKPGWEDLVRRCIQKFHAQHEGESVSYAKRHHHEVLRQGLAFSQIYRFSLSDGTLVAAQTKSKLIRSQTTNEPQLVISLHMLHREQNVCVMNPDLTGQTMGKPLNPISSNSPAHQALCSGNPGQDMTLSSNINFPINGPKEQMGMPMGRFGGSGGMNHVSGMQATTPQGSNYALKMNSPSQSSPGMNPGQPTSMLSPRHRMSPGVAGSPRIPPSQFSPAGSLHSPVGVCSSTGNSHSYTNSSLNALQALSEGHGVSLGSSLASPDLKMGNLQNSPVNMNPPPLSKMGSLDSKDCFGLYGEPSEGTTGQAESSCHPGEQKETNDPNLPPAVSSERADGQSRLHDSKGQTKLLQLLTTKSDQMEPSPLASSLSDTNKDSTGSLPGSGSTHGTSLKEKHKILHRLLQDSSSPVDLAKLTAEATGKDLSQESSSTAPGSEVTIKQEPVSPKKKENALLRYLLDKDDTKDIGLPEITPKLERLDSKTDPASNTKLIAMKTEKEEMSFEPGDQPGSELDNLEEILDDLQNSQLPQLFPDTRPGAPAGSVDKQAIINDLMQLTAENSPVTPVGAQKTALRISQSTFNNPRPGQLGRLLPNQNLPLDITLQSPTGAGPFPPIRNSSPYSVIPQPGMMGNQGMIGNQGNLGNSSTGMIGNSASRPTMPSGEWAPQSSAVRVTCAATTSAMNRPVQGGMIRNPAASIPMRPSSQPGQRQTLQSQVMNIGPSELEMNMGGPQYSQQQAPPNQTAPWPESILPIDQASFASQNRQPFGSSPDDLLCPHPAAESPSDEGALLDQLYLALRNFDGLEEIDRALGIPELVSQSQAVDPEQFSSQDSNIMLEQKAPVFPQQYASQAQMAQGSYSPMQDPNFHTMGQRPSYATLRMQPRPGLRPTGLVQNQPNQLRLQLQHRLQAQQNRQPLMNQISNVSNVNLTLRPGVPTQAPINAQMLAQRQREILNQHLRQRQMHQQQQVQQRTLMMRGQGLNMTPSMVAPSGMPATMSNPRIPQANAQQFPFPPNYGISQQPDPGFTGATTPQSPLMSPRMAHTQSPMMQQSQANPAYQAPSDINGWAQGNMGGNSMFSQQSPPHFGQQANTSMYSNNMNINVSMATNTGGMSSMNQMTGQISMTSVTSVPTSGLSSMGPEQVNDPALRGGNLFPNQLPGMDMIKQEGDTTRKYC
C8 TRAIL sens: sensitizes caspase-8 expressing cells to TRAIL; NB7+C8 cells + TRAIL, ATPlite viability luminescence; inhibition (viability loss, TRAIL sensitization), % at 10 µM; 360,000 tested, 1% active; AID 624354;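 active = compounds causing at least 50% loss of cell viability in the single-dose screen, relative to plate controls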
CF NFkB block: inhibitors of cystic fibrosis induced NF-kB; KKLEB NF-kB-GFP reporter, PAF-induced, GFP fluorescence overnight; inhibition, % at 5 µM; 360,000 tested, 0.86% active;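 active = at least 50% inhibition at 5 µM, scaled per plate between neutral and stimulator controls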;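 note: PAF is a Pseudomonas aeruginosa culture filtrate used as stimulus; plate controls were PAF-stimulated DMSO wells for no effect and unstimulated DMSO wells for full effect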
TWEAK Fn14 block: TWEAK-Fn14 signaling inhibition. TWEAK-stimulated Fn14 reporter cells, luciferase luminescence, 8 h. inhibition, % at 10 µM. 360,000 tested, 2% active. AID 1159606; in the data active = inhibition above about 50%
SRC1 inh: inhibits human SRC1 coactivator | Q15788 | HEK293 GAL4-SRC1 luciferase reporter, luminescence | inhibition, % at 3.6 µM | 360,000 tested, 0.12% active | AID 588354;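 active = inhibition above the campaign mean plus 3 SD, with each screening campaign given its own cutoff, cut at about 60% in these data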;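 note: 0% = DMSO treated cells and 100% = gossypol at 36 µM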
SRC3 inh: human NCOA3 inhibition; Q9Y6Q9; HEK293 GAL4-SRC3 luciferase reporter, luminescence; inhibition, % at 3.6 µM; 360,000 tested, 0.17% active; AID 588352;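 active = inhibition above a per-campaign cutoff, the mean of all compounds plus 3 SD, cut at about 60% in these data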;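 note: 0% = DMSO-treated cells and 100% = gossypol-treated cells at 36 µM; higher means less SRC3-driven luciferase light from the GAL4 reporter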
NR5A2 inv ag: NR5A2 inverse agonism in reporter assay. O00482. HEK293T StAR-luciferase reporter, LRH-1 transfected, 24 h. inhibition, % at 3.6 µM. 360,000 tested, 0.13% active. AID 602396;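 active = inhibition above the mean inhibition of all tested compounds plus 3 SD, cut at about 73% in these data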;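 note: 0% = DMSO wells and 100% = reporter-only cells lacking LRH-1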
KKLEB tox: counter-screen for CF NF-kB inhibitors: cytotoxicity. KKLEB CF airway cells viability, ATPlite luminescence, overnight; hits give low values; cells stimulated with P. aeruginosa culture filtrate. activity change (cytotoxicity), % at 5 µM. 360,000 tested, 0.36% active. AID 602141;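 active = corrected activity change at or below -50% at 5 µM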
Numbers without * were called inactive; . = not tested or not shown; & = joins results of further samples; ! = a repeat was not active.

SMILES | EBV LMP1 NFkB | TROY NFkB inh | NR2F2 inh | NCOA2 inhibitor | C8 TRAIL sens | CF NFkB block | TWEAK Fn14 block | SRC1 inh | SRC3 inh | NR5A2 inv ag | KKLEB tox
COc1ccc(N(C(=O)c2cccnc2)S(=O)(=O)c2ccc(Cl)cc2)cc1 | 5 | 41 | 2 | 4 | -1 | 14 | 4 | 7 | -20 | -16 | 9
CN(C)c1ccc(N2C(=NC(=O)c3ccccc3)SC3CS(=O)(=O)CC32)cc1 (stereo unspecified) | 1 | -2 | -4 | 2 | 9 | 16 | 0 | 2 | 6 | 1 | -11
O=C(N/N=C/c1c[nH]c2ccccc12)c1ccc(Cl)cc1 | -22 | -51 | -34 | -65 | 13 | 25 | -7 | -68 | -25 | -4 | -20
COC(=O)c1c(C)oc(C)c1S(=O)(=O)NCc1ccc(OC)cc1 | -11 | -19 | 15 | 1 | 3 | 17 | -3 | -21 | 27 | 7 | 0
COc1ccc(CCn2c(C3CCCCC3)nc3c(c(=O)c4ccccc4n3C)c2=O)cc1 | . | 65* | 4 | 0 | 35 | 16 | 0 | 7 | 3 | -6 | 0
COc1ccc(C(=O)Nc2cnc(NC(=O)c3cccs3)cc2C)cc1 | -4 | -22 | -1 | -42 | 7 | -2 | 20 | -52 | -30 | -57 | 6
Nc1ccn(-c2ccccc2)c(=O)c1 | 3 | -25 | -8 | -10 | 6 | 11 | -2 | -1 | 9 | -8 | -4
COc1cc(C(=O)Nc2nccs2)cc(OC)c1OC | 7 | -18 | -10 | 10 | -1 | -24 | 2 | 5 | -1 | 39 | 11
CN(C)C(=O)c1ccc(NC(=O)CSc2nnc(-c3cccs3)n2N)cc1 | 0 | -21 | -6 | 5 | -3 | -3 | -3 | -2 | -3 | 5 | 15
Cc1nn(CC(=O)OCC(=O)Nc2c(C(C)C)cccc2C(C)C)c(C)c1[N+](=O)[O-] | -1 | -6 | -20 | -25 | -5 | -8 | 24 | 4 | 25 | 8 | -3
c1ccc(CCc2cccnc2)cc1 | 7 | -16 | 9 | 13 | 6 | -6 | 5 | 1 | 6 | -12 | 15
COc1ccccc1/C=C1\Cc2ccccc2C1=O | 1 | -53 | -5 | -58 | 5 | -23 | -20 | -40 | -55 | -38 | 3
CC1CCC2(CC1)NC(=O)N(CC(=O)NCCc1c[nH]c3ccccc13)C2=O (stereo unspecified) | -6 | -4 | 19 | 10 | 1 | -1 | 10 | -4 | -13 | 36 | -7
C=C(C)C1CCC(C)=C1CC(C)(C)/C=N\n1cnnc1 (stereo unspecified) | -2 | -2 | 12 | -18 | 1 | 23 | 0 | 6 | 7 | -36 | 2
O=S1(=O)CCOCCCN1Cc1ccccc1Br | -14 | -1 | -1 | 3 | 1 | 5 | 11 | 16 | 10 | 10 | -2
CC(C)c1c(C(=O)N/N=C/c2ccccc2OCc2c(F)cccc2Cl)nnn1-c1nonc1N | -2 | 19 | -6 | -4 | 8 | 10 | 26 | -7 | 12 | 4 | 9
Cc1ccn2c(c1)nc(=O)c1cc(S(=O)(=O)N3CCC(C)CC3)ccc12 | -5 | -14 | -6 | 14 | 2 | 6 | -6 | -1 | 7 | 5 | 7
COc1cc(S(=O)(=O)Nc2c(C)cc(C)cc2C)ccc1Cl | -2 | 3 | 7 | -5 | -1 | 5 | 12 | 5 | 0 | -9 | -12
CN(C)Cc1nc2c([nH]1)c(=O)n(C)c(=O)n2C | -3 | 0 | 2 | 0 | 10 | -9 | 3 | 3 | 11 | 3 | 2
Cc1ccc(C2=N/C(=C\c3cccs3)C(=O)N2Nc2ccccc2)cc1 | -18 | -14 | 4 | 2 | -11 | -14 | 28 | -14 | -12 | -35 | 16
O=P(CCCO)(Cc1ccccc1)Cc1ccccc1 | 3 | -14 | -3 | 2 | -8 | 0 | 10 | -6 | 17 | 16 | 6
C=CCc1cccc(/C=N/NC(=O)CCC(=O)Nc2ccc(F)cc2)c1O | 0 | -1 | 0 | 24 | 5 | 18 | 22 | 18 | 36 | 13 | -23
Cc1cc(C)c(S(N)(=O)=O)c(C)c1-n1cnnn1 | -9 | -5 | 13 | 5 | -9 | 4 | 7 | -10 | 9 | -2 | 7
CCSc1nnc(NC(=O)CCCOc2ccc(C)cc2)s1 | 3 | 0 | -1 | 13 | -3 | -13 | -1 | 17 | 2 | 9 | 5
CCCCN1CC(COCc2ccccc2)Oc2cccc(F)c2S1(=O)=O (stereo unspecified) | -4 | 9 | 10 | 4 | -24 | 15 | 17 | 20 | 10 | 21 | -7
O=C(CCCN1C(=O)/C(=C/c2ccccc2Cl)SC1=S)NNC(=O)c1ccc(Cl)cc1Cl | 38 | 37 | 72* | 81* | 15 | 3 | 17 | 27 | 34 | 3 | -8
COc1cccc(C(C(=O)NC2CCCCC2)N(C(=O)c2ccco2)c2ccccc2OC)c1 (stereo unspecified) | 7 | 2 | -4 | 13 | 4 | 1 | 30 | -5 | 3 | -11 | 0
O=C(O)COCC(=O)Nc1ccc(OCCc2ccccc2)cc1 | 2 | -21 | -8 | 4 | 7 | -20 | 18 | 9 | 7 | 16 | -10
CC(=O)Cn1c(C(F)(F)F)nc2ccccc21 | 5 | -4 | 4 | 4 | -8 | -3 | -6 | 7 | 14 | 3 | 4
CCOC(=O)C1=C(COC(=O)COc2ccccc2C=O)NC(=O)NC1C (stereo unspecified) | -10 | 3 | 10 | -48 | -4 | 5 | 2 | 3 | 1 | -4 | 7
O=[N+]([O-])c1ccc(S(=O)Cc2ccccc2)c([N+](=O)[O-])c1 (stereo unspecified) | 29 | 74* | 10 | -26 | 66* | 86* | 42 | -4 | 1 | 43 | -20
Cc1c(Cl)c(C(=O)NNC(=S)Nc2ccc(F)cc2)nn1C | -11 | -55 | -13 | -59 | -4 | -5 | -11 | -55 | -52 | -119 | 4
CC(C)N1C(=O)CCC1C(=O)NC1CCCC1 (stereo unspecified) | 0 | 7 | -22 | 11 | -8 | -7 | 3 | -31 | -14 | -1 | 3
CCOC(=O)C1(C)C(C(=O)OC)=C(c2ccc(OC)cc2)c2ccccc2N1C(=O)OC (stereo unspecified) | 10 | 1 | 10 | 6 | -3 | -28 | -3 | -15 | -27 | 15 | 19
O=C1CCC(=O)N1OCCOc1ccc2c(c1)CCC2 | -19 | -20 | 3 | -25 | 0 | 9 | 3 | -12 | -3 | -1 | 4
CS(=O)(=O)N(CC(=O)N1CCN(c2ccc(F)cc2)CC1)C1CCCCC1 | 5 | -1 | 2 | -3 | -11 | -10 | -3 | 11 | 17 | -17 | 8
Cc1ccc(C2C(C(=O)c3sc(C)nc3C)=C(O)C(=O)N2CCN2CCOCC2)o1 (stereo unspecified) | 6 | -6 | 7 | -7 | 3 | 5 | -16 | -4 | 3 | 3 | 3
O=C(NC1CCCCC1)C1CCCN1S(=O)(=O)c1ccc(Cl)cc1 (stereo unspecified) | -4 | 3 | 9 | 3 | -6 | 2 | 10 | 9 | 6 | -8 | 16
Cn1c(C(=O)O)cc2cc(Oc3ccccc3)ccc21 | 6 | -2 | 5 | 11 | -13 | 10 | -7 | -2 | -6 | -10 | -6
O=C(C1CCN(S(=O)(=O)c2ccccc2F)CC1)N1CCc2ccccc2C1 | 4 | 12 | 5 | -3 | 12 | 17 | -15 | 0 | -5 | 2 | -6
CN1C(=O)C(Cc2cnc[nH]2)NC1=S (stereo unspecified) | 2 | -7 | -12 | 15 | -12 | 2 | -13 | 3 | -4 | 8 | -13
O=C(Cc1cnc2ncnn2c1)N1CCc2c([nH]c3ccccc23)C1c1ccccc1F (stereo unspecified) | 6 | -7 | -7 | -6 | 4 | 0 | 3 | -10 | -3 | 20 | -4
COc1ccccc1-n1c(-c2ccccc2)c[n+]2c1CCc1ccccc1-2 | -3&26 | 45&42 | 71* | 6&16 | 34&24 | -14&12 | 36&35 | 51&37 | 74*! | 66&68 | -1&-2
O=C(NC1CCCCC1)C(c1ccccc1)N(Cc1ccc2c(c1)OCO2)C(=O)c1cnsn1 (stereo unspecified) | 8 | -20 | -3 | -5 | 15 | 14 | -7 | 0 | 0 | 4 | -13
Cc1cc(C)cc(Nc2cc(C)nc3ncnn23)c1 | 4 | 13 | 0 | -21 | -7 | -25 | -1 | 20 | -1 | 8 | 5
CC(=O)Nc1ccc(NC(=O)CSc2ccc3nnc(-c4ccccn4)n3n2)cc1 | 3 | 3 | 6 | -7 | -2 | 3 | -3 | 10 | 6 | 7 | 0
CCC(C)NC(=O)CC(C)C (stereo unspecified) | -3 | -12 | 14 | -5 | -13 | 0 | -13 | -13 | 10 | 5 | -23
CCCCNC(=O)CSc1nc2c(sc(=S)n2-c2cc(Cl)ccc2OC)c(=O)[nH]1 | 3 | 7 | 11 | 12 | -1 | -3 | 12 | 4 | -1 | 16 | 2
COc1ccccc1C(=O)NCC(=O)N/N=C/c1ccc2c(c1)OCO2 | 1 | -10 | -7 | -28 | 6 | 3 | -12 | 2 | 2 | -10 | 1
Cc1cc(C)c(NC(=O)COC(=O)C2CCCO2)c(C)c1 (stereo unspecified) | -6 | 0 | 11 | -14 | -10 | 1 | -3 | -4 | -6 | 17 | 1
COc1cccc(C(=O)NCCSc2ccc(Br)cc2)c1 | 1 | -2 | 9 | -32 | -2 | -15 | -15 | -4 | 4 | -9 | -4
O=C(OCC(=O)N1CCCC1)c1cc(Br)ccc1Cl | 0 | -8 | -28 | -6 | -8 | -11 | -5 | -12 | -6 | 6 | 2
O=C(N/N=C/c1ccc([N+](=O)[O-])o1)c1cc(-c2ccncc2)nc2ccccc12 | 29 | 11 | -1 | -14 | 23 | 26 | -12 | 3 | -9 | 24 | -22
CCN(CC(=O)Nc1cccc(S(=O)(=O)N2CCCCC2)c1)Cc1ccccc1 | -8 | -1 | 8 | -5 | -1 | 20 | 1 | -10 | -12 | -2 | -2
CCN(CC)C(=O)[C@H]1C[C@H](CC(=O)NC(C)(C)C)C(=O)N2CCc3c([nH]c4ccc(Cl)cc34)[C@]12C | 7 | -12 | 0 | 5 | 10 | 14 | 12 | 7 | 6 | 3 | 0
Fc1ccc2cnc(-c3ccccc3)cc2c1 | -43 | -92 | -75 | -66 | -5 | -15 | -47 | -56 | -101 | -74 | 2
COc1ccc(Cc2nnc(SCC(=O)N(C)c3ccccc3)o2)cc1 | -2 | -3 | -5 | -14 | -17 | -10 | 7 | -33 | -5 | 10 | 11
C/C=C/c1ccc(OCCOCCOc2cccc3cccnc23)c(OC)c1 | 7 | 17 | 2 | -13 | 9 | 12 | -17 | 7 | 9 | 0 | -14
COc1cccc(NC(=O)CSCC(=O)Nc2ccccc2)c1 | 1 | -16 | 7 | 5 | -17 | 14 | -4 | -11 | 6 | -14 | 2

Screening data from PubChem BioAssay.

Rows were taken by chance; about 4.2% have a hit in one of these screens.
